Source: PubChem BioAssay
GCN5L2 inh = inhibitors of human GCN5L2 histone acetyltransferase | GCN5L2 HAT assay, ThioGlo1 CoA-SH fluorescence | AID 504327 | 0.21% of 390,000 active | Q92830 | Potency, µM (highest dose often 58.9 µM), without a hit: at the highest dose activity change, negative = inhibition, actives largely listed as inhibitors
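ThioGlo1-coupled HAT assay: 20nM GCN5L2, 70uM acetyl-CoA, 75uM H3(1-25) peptide, pH 7.5. Fluorescence read at 340/540nm at start and after 20 min at room temperature.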
FEN1 inhibitor = blocks human flap endonuclease 1. 0.35% of 390,000 active. Recombinant FEN1 flap cleavage, fluorescence, 15 min. Potency, µM (series often up to 114 µM), for inactives: at the top dose activity change, negative = inhibition, actives largely listed as inhibitors; also: nearly all actives have a fitted effect of over 65% in size
Target sequence (P39748 whole entry, looked up): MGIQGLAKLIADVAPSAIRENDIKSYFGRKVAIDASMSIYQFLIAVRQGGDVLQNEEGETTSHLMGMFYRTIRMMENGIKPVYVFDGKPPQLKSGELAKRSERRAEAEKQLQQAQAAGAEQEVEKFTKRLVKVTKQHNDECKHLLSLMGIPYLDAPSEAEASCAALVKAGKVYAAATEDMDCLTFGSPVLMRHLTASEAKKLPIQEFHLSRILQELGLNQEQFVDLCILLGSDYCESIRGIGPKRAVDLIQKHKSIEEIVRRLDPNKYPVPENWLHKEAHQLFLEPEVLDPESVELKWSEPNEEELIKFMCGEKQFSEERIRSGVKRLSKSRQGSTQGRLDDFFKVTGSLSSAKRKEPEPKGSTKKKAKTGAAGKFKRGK
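FEN1 at 10 nM, compound pretreatment for 15 min (room temperature), 50 nM final substrate to initiate; endpoint reads at 0 and 15 min; DMSO-only plates used as vehicle background.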
N370S GC mod = inhibits or activates N370S mutant glucocerebrosidase | P04062 | N370S GC spleen homogenate, 4MU-glucoside fluorescence | 0.092% of 330,000 active | AID 2101 | Potency, µM (top dose mostly 59.4 µM), without a hit: top-dose activity change, negative = inhibition, usual class: inhibitors;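 also: 0% = full enzyme activity and -100% = no enzyme basal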
An asterisk follows results filed as active; ? = inconclusive; . = no result given; & = joins results of further samples; [ ] = dose if it differs, or a comment. Calls follow the shape of the dose curve; as a rule, active = well fitted curve in the direction sought with a large enough effect; inconclusive = small, poorly fitted or top-dose-only effect, or another doubt; inactive = no such curve, though single readings can be large; an effect the other way counts as inactive or inconclusive. Unless noted, % is scaled to controls: 0 for no effect and ±100 for the full control effect; potency is read from the fitted curve at half-maximal effect.

nr	smiles	GCN5L2 inh	FEN1 inhibitor	N370S GC mod
1	CCOc1ccccc1C(=O)NC(C(=O)Nc1cccc(S(N)(=O)=O)c1)C(C)C (stereo not drawn)	-2%	8%	1%
2	CCCNC(=O)COc1ncnc2sccc12	-4%	1%	1%
3	CCc1ccc2oc(=O)cc(CN3CCCCC3C)c2c1 (stereo not drawn)	-15%	1%	8%
4	COc1ccccc1NC(=O)C(C)OC(=O)CSCC(=O)Nc1cc(C)on1 (stereo not drawn)	2%	-16%	.
5	O=C(O)CCCNC(=O)CCn1nnc2ccccc2c1=O	-8%	-5%	3%
6	C#CCCC/C(=C\C(=O)N(C)[C@H](C(=O)N(C)[C@H](C(=O)N(C)[C@H](C(=O)N(C)[C@H](C(N)=O)C(C)C)C(C)C)C(C)C)C(C)C)OC	2%	13%	.
7	O=C(CCCC(=O)N(c1cccc(F)c1)C(C(=O)NC1CCCC1)c1ccc(O)cc1)Nc1ccccn1 (stereo not drawn)	-1%	3%	-7%
8	CN(C(=O)c1ccc(S(=O)(=O)N2CCCC2)cc1)C1CCS(=O)(=O)C1 (stereo not drawn)	9%	4%	0%
9	COc1cc(-c2cc(N)n(S(=O)(=O)c3ccccc3)n2)cc(OC)c1OC	-3%	-22%	2%
10	COc1ccc(NC(=O)CSc2nnc(NC(=O)Nc3ccccc3)s2)cc1OC	-16%	-2%	.
11	CCCCOc1ccc(C(=O)Nc2ccc3c(c2)CCCN3C(=O)c2cccs2)cc1	-21%	-12%	.
12	CCN1CCN(CCC(=O)Nc2cc(OC)ccc2OC)CC1	-1%	3%	2%
13	Cc1occc1C(=O)NNC(=S)NCc1ccccc1	0%	1%	-4%
14	O=C(NCC1CCCN1S(=O)(=O)c1cccs1)c1cccc(Cl)c1 (stereo not drawn)	-10%	3%	-3%
15	c1cncc(CNCc2ccco2)c1	34%[activator]	16%	5%
16	Cc1nc2ccccn2c1C(=O)NNC(=S)Nc1ccc(Cl)cc1	-1%	-4%	-7%
17	COc1ccc(/C=C/C(=O)c2sc(-c3ccc(Cl)cc3)nc2C)cc1	-13%	.	10%
18	Cc1ccc(NC(=O)CN2C(=O)NC3(CCCc4ccccc43)C2=O)c(C)c1 (stereo not drawn)	?	-5%	-1%
19	Cc1cc(C)cc(NC(=O)C2CCCN(c3nnc(-n4c(C)ccc4C)s3)C2)c1 (stereo not drawn)	-2%	2%	.
20	O=C(COc1ccc([N+](=O)[O-])cc1)NNC(=O)Nc1ccc([N+](=O)[O-])cc1	-5%	-2%	-14%
21	C=CCOc1ccc(C2C(C(=O)c3ccc(C)o3)=C(O)C(=O)N2Cc2cccnc2)cc1 (stereo not drawn)	-21%	-5%	-8%
22	CCOC(=O)CN1C(=O)C(C)(C)Oc2ccc(C(=O)Nc3ccccc3)cc21	-3%	-14%	-11%
23	CCN(C(=O)CCC(=O)N(CC)c1ccccc1)c1ccccc1	1%	-7%	11%
24	O=C(Nc1ccccc1C(=O)N1CCOCC1)c1ccc(F)cc1	-2%	-2%	4%
25	COc1cccc(CNC(=O)C2CCCN(c3nn4c(=O)cc(C)nc4s3)C2)c1OC (stereo not drawn)	0%	11%	7%
26	COC(=O)CSc1nc(C)cc(Oc2ccccc2)n1	1%	-2%	3%
27	CC12CCC(C(=O)NCc3cccnc3)(OC1=O)C2(C)C (stereo not drawn)	-4%	-6%	1%
28	Cc1ccc(C(=O)COC(=O)CNC(=O)CN2C(=O)c3ccccc3C2=O)cc1	-4%	-4%	15%
29	CCOc1ccc(NC(=O)CSc2ncn[nH]2)cc1	-10%&-4%	18%&20%	-1%
30	COc1cccc2sc(N(Cc3cccnc3)C(=O)c3ccc(S(=O)(=O)N(C)C)cc3)nc12	-5%	-19%	.

Some of the entries above, reformatted:
(19) Cc1cc(C)cc(NC(=O)C2CCCN(c3nnc(-n4c(C)ccc4C)s3)C2)c1 (stereo not drawn)
  GCN5L2 inh: -2%	FEN1 inhibitor: 2%	N370S GC mod: .

(20) O=C(COc1ccc([N+](=O)[O-])cc1)NNC(=O)Nc1ccc([N+](=O)[O-])cc1
  GCN5L2 inh: -5%	FEN1 inhibitor: -2%	N370S GC mod: -14%

(21) C=CCOc1ccc(C2C(C(=O)c3ccc(C)o3)=C(O)C(=O)N2Cc2cccnc2)cc1 (stereo not drawn)
  GCN5L2 inh: -21%	FEN1 inhibitor: -5%	N370S GC mod: -8%

Next structures follow:
nr	smiles	GCN5L2 inh	FEN1 inhibitor	N370S GC mod
31	Cc1cc(C)c(S(=O)(=O)c2ccccc2C)c(SCC(C)C)n1	-13%	-17%	8%
32	Cn1c(CC(=O)Nc2ccccc2)cc2ccccc21	1%	13%	9%
33	O=C(NC1CCCCC1)c1cc(S(=O)(=O)N2CCCCC2)ccc1N1CCOCC1	3%	-12%	.
34	CC(C)(C)NC(=O)c1cccc(NC(=O)c2cccc(O)c2)c1	-9%	-7%	4%
35	C[C@@H]1CN([C@@H](C)CO)C(=O)c2cccc(NS(C)(=O)=O)c2O[C@H]1CN(C)C(=O)Nc1ccc(F)cc1	-1%	0%	.
36	O=C1[C@@H]2Cc3c([nH]c4ccccc34)CN2C(=O)CN1CCO	1%	-2%	-5%
37	Cc1nc2ccccn2c1C(=O)N=Nc1c(O)n(CCC(C)C)c2ccccc12	25%	-17%	?
38	O=C(Cn1c(=O)n(CC2CCCO2)c(=O)c2ccccc21)N1CCN(c2ccccc2)CC1 (stereo not drawn)	-2%	1%	1%
39	N#C/C(=C\c1ccc(F)cc1)C(=O)NC1CCS(=O)(=O)C1 (stereo not drawn)	-2%	-4%	-1%
40	O=C(OCc1nc2ccc(Cl)cc2n1CCO)c1ccc2c(c1)OCO2	-31%	-2%	12%
41	Cc1nn(Cc2ccc(F)cc2Cl)c(C)c1[N+](=O)[O-]	-4%	0%	-21%
42	COc1ccc2c(c1)N(C)C(=O)CC(c1ccccc1)=N2	-7%	10%	1%
43	CCCC1=Nc2cc(C(=O)NCc3ccc(OC)cc3)ccc2Sc2ccc(C)cc21	-17%	-26%	.
44	c1ccc2nc(N3CCCC3)c(N3CCCC3)nc2c1	-3%	-12%	7%
45	CC(C)c1ccc(S(=O)(=O)N2CCN(C(C)C(=O)Nc3ccccc3-c3ccccc3)CC2)cc1 (stereo not drawn)	-8%	-17%	5%
46	CN(c1ccc(OCC(=O)OCC(=O)Nc2ccc(Br)cc2)cc1)S(=O)(=O)c1cccs1	-12%	8%	2%
47	Cc1cc(-c2nn(-c3ccccc3F)cc2CN2CCC(O)CC2)c(C)s1	1%	-13%	?
48	CCn1c(=O)n(CC)c2cc(N3CCCC3)c(NC(=O)Nc3cc(C)cc(C)c3)cc21	-1%	-5%	.
49	Cc1ccc(NCC(=O)N/N=C\c2ccc([N+](=O)[O-])o2)cc1	-3%	-10%	-2%
50	CC(=O)c1cccc(NC(=O)CN(C)S(=O)(=O)c2ccccc2)c1	0%	1%	2%
51	CCCC1C(c2ccccc2)C(C#N)(C#N)C2(C#N)CC1(N)NC2=O (stereo not drawn)	-3%	4%	1%
52	CCN1C(=O)/C(=c2\s/c(=C3\Sc4ccccc4N3C)c(=O)n2C)N(C)C1=S	3%	.	-14%
53	Cc1nnnn1/C(=C\c1ccccc1)C(=O)OCC(=O)N1CC2(C)CC1CC(C)(C)C2 (stereo not drawn)	-3%	5%	-15%
54	O=C(NCc1ccco1)c1cc2nc(-c3cccs3)cc(C(F)(F)F)n2n1	-17%	-2%	-5%
55	CC(C)Sc1n[nH]c2nc3c(c(=O)n12)C1(CCCC1)Cc1ccccc1-3	3%	.	-7%
56	C=CCSc1nnc(NC(=O)CSc2nnc(C)s2)s1	-3%	-3%	7%
57	Cc1cccc2nc(-c3ccco3)c(Nc3ccccc3)n12	-11%	-9%	-2%
58	O=C(OC(C(=O)NCc1ccc2c(c1)OCO2)c1ccncc1)c1ccc(Cl)nc1 (stereo not drawn)	-6%	3%	16%
59	Cc1ccccc1C(=O)N1CCc2cc(-c3nc(NC(=O)Cc4ccc5c(c4)OCO5)sc3C)ccc21	6%	8%	3%
60	Nc1nonc1-c1noc(N2CCOCC2)n1	-7%	9%	-9%

4 compounds already listed, sorted by their value in N370S GC mod, highest first:
nr	smiles	GCN5L2 inh	FEN1 inhibitor	N370S GC mod
3	CCc1ccc2oc(=O)cc(CN3CCCCC3C)c2c1 (stereo not drawn)	-15%	1%	8%
5	O=C(O)CCCNC(=O)CCn1nnc2ccccc2c1=O	-8%	-5%	3%
1	CCOc1ccccc1C(=O)NC(C(=O)Nc1cccc(S(N)(=O)=O)c1)C(C)C (stereo not drawn)	-2%	8%	1%
57	Cc1cccc2nc(-c3ccco3)c(Nc3ccccc3)n12	-11%	-9%	-2%

(more compounds)
nr	smiles	GCN5L2 inh	FEN1 inhibitor	N370S GC mod
61	COc1ccc(OC)c(NC(=O)CC2SC(=NCc3ccccc3)NC2=O)c1 (stereo not drawn)	-13%	-4%	31%
62	Cc1cc(C)n(C(C)CNS(=O)(=O)c2ccccc2)n1 (stereo not drawn)	-3%	17%	-3%
63	COc1ccc(/C=C2\CCC(C3CCCC3)C2=O)c(OC)c1 (stereo not drawn)	-11%	9%	-7%
64	Cc1c(C(=O)c2ccc(Br)cc2)c(=O)n(C)c(=O)n1C	-5%	24%	-14%
65	O=C1CC(SCc2nc3ccccc3[nH]2)C(=O)N1c1ccc(F)cc1 (stereo not drawn)	-9%	2%	1%
66	O=C(CNC(=O)c1ccc(Cl)cc1Cl)NCCCn1ccnc1	2%	-3%	10%
67	C#CCOCCOCCOCCNc1nc(N2CCN(C(=O)[C@H](CCC(=O)O)n3cc([C@@H](N)CC(N)=O)nn3)CC2)nc(N2CCN(C(=O)[C@H](CCC(=O)O)n3cc([C@@H](N)CC(N)=O)nn3)CC2)n1	-3%	-3%	.
68	CCCNc1ncnc2c1c(-c1ccccc1)cn2-c1ccc(OCC)cc1	-1%	-19%	.
69	O=C(CCCSc1nnc(SCCCC(=O)c2ccc(F)cc2)s1)c1ccc(F)cc1	-6%	23%	11%
70	CC[C@@]12C(=O)N(c3ccc(OC)cc3)C(=O)N1[C@H](c1cccc(C)c1)[C@@H]1C(=O)N(Cc3ccccc3)C(=O)[C@@H]12	-1%	6%	-29%
71	CCC(C(=O)NCCC1=CCCCC1)c1ccccc1 (stereo not drawn)	19%	-1%	-11%
72	O=C(Cn1nnc(-c2ccccc2)n1)N/N=C/c1ccc(-c2ccc(Cl)cc2)o1	31%[activator]	-4%	20%
73	CCCCc1ccc(NC(=S)NCC2CCCO2)cc1 (stereo not drawn)	-3%	-6%	0%
74	COc1ccc(Cn2c(CCC(=O)Nc3ccc(C)cc3)nc3cccnc32)cc1	-7%&43%	-15%&-15%	24%
75	Cn1c(=O)n(Cc2ccccc2F)c(=O)c2c1nc1n2CCN1Cc1ccco1	-1%	10%	-2%
76	CC(C)[C@H](NC(=O)c1ccccc1)C(=O)OCC(=O)Nc1ccc(S(=O)(=O)N2CCOCC2)cc1	1%	3%	.
77	CCNC(=S)N/N=C(\C)c1ccc2c(c1)OCCO2	-6%	-13%	5%
78	CCOc1ccc(C2NC(=O)NC(c3ccccc3)=C2C(C)=O)cc1OC (stereo not drawn)	2%	-5%	-11%
79	COc1cc(C2/C(=C(\O)c3ccc4c(c3)OCCO4)C(=O)C(=O)N2Cc2ccco2)ccc1O (stereo not drawn)	-2%	-1%	-3%
80	CCCOc1ccc(C2c3c(oc4ccc(F)cc4c3=O)C(=O)N2CCc2ccc(OC)cc2)cc1 (stereo not drawn)	2%	-1%	.
81	Cc1ccc(C(=O)N/C(=C\c2ccco2)C(=O)NCCc2c[nH]c3ccccc23)cc1	-6%	-5%	20%
82	CC1CCCCN1C(=O)CSc1nnc(-c2cccc(Cl)c2)o1 (stereo not drawn)	2%	0%	.
83	O=S(=O)(NCCN1CCOCC1)c1cc(Cl)c(Cl)cc1Cl	-14%	15%	-19%
84	CCC(=O)N1CCc2cc(CNS(=O)(=O)c3cccs3)ccc21	-8%	13%	.
85	Cc1cccc(CNc2cc(-c3ccoc3)ncn2)c1	-4%	.	-9%
86	CC(C)c1ccc(-c2nnn(CCC(=O)O)n2)cc1	?	10%	4%
87	Cc1nc(NCCO)c2nnn(Cc3ccccc3F)c2n1	-4%	7%	5%
88	O=C(Cc1c(C(=O)O)[nH]c2ccccc12)NCCN1CCN(c2cccc(Cl)c2)CC1	7%	11%	-3%
89	Cc1ccc(C(=O)COC(=O)C(Cc2c[nH]c3ccccc23)NC(=O)c2ccc(Br)cc2)cc1 (stereo not drawn)	2%	7%	.
90	COc1cccc(CNC(=O)C2CCC(CNS(=O)(=O)c3ccc4c(c3)CCCC(=O)N4)CC2)c1 (stereo not drawn)	-12%	-4%	.
91	Nc1c(SCCC(=O)O)ccc2c1C(=O)c1ccccc1C2=O	-8%	?	9%
92	CCOC(=O)CSC1=Nc2ccccc2C2=NC(CCC(=O)NCc3ccccc3)C(=O)N12 (stereo not drawn)	-1%	-1%	.
93	CCOc1ccc(N2C(=O)CC(C(C)c3ccccc3)C2=O)cc1 (stereo not drawn)	-6%	-5%	-2%
94	NC(=O)c1nsc(C(=O)N(CC(=O)NC2CCCC2)c2ccc(F)c(Cl)c2)c1N	-6%	-6%	3%
